# Source: PubChem (The Scripps Research Institute Molecular Screening Center)
# PAFAH2 inh: inhibitors of human PAFAH2 | inhibition, % at 3.39 µM | actives 0.99% (n = 340,000) | AID 492956 | Q99487 | recombinant PAFAH2, FP-rhodamine activity probe, fluorescence polarization;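 active = inhibition above the mean over all tested compounds plus 3 SD, cut at about 30% in these data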;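 note: inhibitors block probe labeling of enzyme so polarization drops; 0% = enzyme with DMSO and 100% = wells lacking PAFAH2 protein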
# PAFAH1B3 FP inh: blocks human PAF acetylhydrolase 1B catalytic subunit 3; AID 492972; recombinant PAFAH1B3, FP-rhodamine probe, fluorescence polarization; actives 0.28% (n = 340,000); inhibition, % at 3.39 µM;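 active = inhibition above the screen-wide average of all tested compounds plus 3 SD, cut at about 25% in these data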;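 note: 0% = enzyme with DMSO only and 100% = wells lacking PAFAH1B3 protein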
# Target sequence (Q15102 whole entry, looked up): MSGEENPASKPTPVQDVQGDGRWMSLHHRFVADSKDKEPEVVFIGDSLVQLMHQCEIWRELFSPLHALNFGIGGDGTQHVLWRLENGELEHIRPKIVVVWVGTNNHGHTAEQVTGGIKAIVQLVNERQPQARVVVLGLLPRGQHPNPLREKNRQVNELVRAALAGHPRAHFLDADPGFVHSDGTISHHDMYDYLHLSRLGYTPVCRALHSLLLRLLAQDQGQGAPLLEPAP
# * hit, by the source's call. These rows are one share of the data; rates above refer to the full screens.
SMILES,PAFAH2 inh,PAFAH1B3 FP inh
C/C(=N/N1CCN(Cc2ccccc2)CC1)c1ccc(Br)cc1,-7,8
Cc1nnc(SC(C)C(=O)Nc2ccc(N3CCOCC3)cc2)n1Cc1ccccc1 (configuration not stated),-3,-3
Nc1nc(N)c(Br)c(Nc2ccc(Cl)c(Cl)c2)n1,-7,10
CCN(Cc1cc(=O)oc2cc(C)ccc12)c1ccccc1,-7,2
Cc1ccc(-c2nnc(SCC(=O)NCC3CCCO3)nc2-c2ccc(C)cc2)cc1 (configuration not stated),7,4
CCn1cc(/C=C(\NC(=O)c2ccc(OC)cc2)C(=O)N2CCN(C)CC2)c2ccccc21,1,9
C[C@@](Cc1ccc(O)c(O)c1)(NN)C(=O)O,-4,11
COc1ccc(C(=O)/C=C2/C(=O)Nc3ccccc32)cc1,-4,8
O=C(O)c1ccc(-c2nc(-c3ccc(Cl)cc3)cs2)cc1,-11,-7
CCCOC(=O)c1ccc(OCC(O)Cn2c(C)nc3ccccc32)cc1 (configuration not stated),0,6
CN(C)CC1(C)Cc2ccsc2C1O (configuration not stated),-4,4
COc1ccccc1C=NNC(=O)C(=O)NN=Cc1ccccc1OC,1,1
CC(=O)OC1CCC2C3CCC4=C(CC(F)C(=O)C4)C3CCC12C (configuration not stated),0,-1
C[C@H]1CN[C@H](CCO)/C1=C\c1ccccc1,-2,5
NC(N)=N/N=C(\N=Nc1ccccc1)c1cccc2cccnc12,-1,7
Nc1ccc(CCC(=O)N2CCCC2)cc1,-2,3
O=C1NCN(C2CCCCC2)CN1,2,6
CC(=O)c1ccc(NC(=O)CSc2nc3[nH]c(=O)cc(O)c3s2)cc1,0,3
CN1CCN(S(=O)(=O)c2ccc(C3CCCCC3)cc2)CC1,-1,-2
COC(=O)c1ccc(COC(=O)c2ccc(C)c(S(=O)(=O)N3CCCCC3)c2)cc1,0,-3
Nc1cc2c(cc1Br)-c1ccc(F)cc1C2O (configuration not stated),8,11
O=C(c1ccc(-c2ccccc2)cc1)N1CCN(Cc2ccccn2)CC1,3,9
Cc1cc(C(=O)COC(=O)c2ccc(NC(=O)CC#N)cc2)c(C)n1C1CC1,21,-10
CCCCCCCCCCCCCCCCCCNc1ccn(C2OC(COP(=O)(O)OCC3OC(n4cc(F)c(=O)[nH]c4=O)CC3O)C(O)C2O)c(=O)n1 (configuration not stated),-71,-71
CCN(C(=O)Nc1cccc(Cl)c1)c1ccccc1,-1,4

# Other entries follow.
SMILES,PAFAH2 inh,PAFAH1B3 FP inh
Cc1cc(C)nc(SCC(=O)N/N=C/c2cccnc2)n1,-1,6
NC(CSC1(c2ccccc2)c2ccccc2-c2ccccc21)C(=O)O (configuration not stated),3,2
COc1ccccc1CNS(=O)(=O)c1cc(C(=O)NCc2ccccn2)c(Cl)cc1Cl,3,-8
O=C(Cn1c(=O)n(CCC(=O)N2CCc3ccccc3C2)c(=O)c2ccccc21)NCC1CCCO1 (configuration not stated),4,3
CC1CCCCCCC1OC(=O)c1ccccc1C(=O)O (configuration not stated),12,6
CCn1c(CCc2ccccc2)nc2ccccc21,6,5
O=C(NCc1ccccc1OC(F)(F)F)C1CCC(=O)N(C2CC2)C1 (configuration not stated),0,6
Cc1ccc(OCC(=O)Nc2ccc3c(c2)ncn3C)cc1,4,0
Cc1ccc(S(=O)(=O)NN=Cc2cc(Cl)ccc2O)cc1,6,-7
CC(=O)C(Cl)C(=O)Nc1ccccc1 (configuration not stated),13,15
Cc1ccc(NC(=O)CNCc2cccs2)c(Br)c1,-7,4
CC(=O)Nc1ccc(N=Cc2c(O)c3ccccc3oc2=O)cc1,-5,-10
CCN(CC1CCCO1)C(=O)c1cc(COc2cc(C)c(Cl)c(C)c2)on1 (configuration not stated),-2,4
CCOc1ccc2[nH]c3c(NCCC(C)C)ncnc3c2c1,7,16
NC(=O)c1ncn([C@@H]2O[C@H](CNCc3cc(Br)ccc3OCc3ccccc3)[C@@H](O)[C@H]2O)n1,5,3
Cc1ccc2c(C)cc(=S)[nH]c2c1,-7,12
CC(C)(Oc1ccc(Cl)cc1)C(=O)NNC(=O)c1ccc(Br)o1,1,5
Cc1cccc(C(O)C(O)c2cccc(C)n2)n1 (configuration not stated),0,9
CCCn1c(C(O)c2cccc(OC)c2)nc2ccccc21 (configuration not stated),1,8
CC1Cc2cc(/C(O)=C3/C(=O)C(=O)N(CCCN(C)C)C3c3ccncc3)ccc2O1 (configuration not stated),3,4
O=C(COC(=O)c1ccc(F)c(S(=O)(=O)N2CCOCC2)c1)c1ccc(Br)cc1,6,6
Clc1ccc(Cc2ccccn2)cc1,-8,1
OC[C@H]1O[C@@H](Oc2ccc(O)cc2)[C@H](O)[C@@H](O)[C@@H]1O,-5,7
CC(Cc1ccccc1)=NNc1ccc([N+](=O)[O-])cc1[N+](=O)[O-],4,6
C=CCOc1cccc(CNCc2ccncc2)c1,-12,8

# Retrieved by compound from the entries so far (3):
SMILES,PAFAH2 inh,PAFAH1B3 FP inh
C=CCOc1cccc(CNCc2ccncc2)c1,-12,8
Cc1cc(C)nc(SCC(=O)N/N=C/c2cccnc2)n1,-1,6
O=C(NCc1ccccc1OC(F)(F)F)C1CCC(=O)N(C2CC2)C1 (configuration not stated),0,6

# Further records.
SMILES,PAFAH2 inh,PAFAH1B3 FP inh
CCc1ccc(-n2c(O)c(C=NCCN(CC)CC)c(=O)[nH]c2=O)cc1,-11,-4
O=S(=O)(c1ccccc1F)N(Cc1ccco1)Cc1nnc(-c2ccccc2Br)o1,9,-3
COc1ccc(NC(=O)CN2C(=O)NC3(CCCCCCC3)C2=O)cc1,0,-2
O=C(Nc1cccnc1)c1cc2cc(Br)ccc2oc1=O,17,9
O=C(O)CC(CNC(=O)C1CCCN1C(=O)OCc1ccccc1)c1ccccc1 (configuration not stated),-5,4
CN1C[C@@H]2[C@@H]3C(=O)N(C)C(=O)[C@@H]3[C@](Cc3ccccc3)(C1=O)N2C(=O)c1ccc(F)cc1,0,1
Cc1ccc(-n2cccn2)c(CN2CCC(CO)(CCc3ccccc3)CC2)c1,4,6
CC(=O)Nc1ccc(S(=O)(=O)NCCc2c[nH]c3ccc(C)cc23)cc1,-4,0
CCOC(=O)/C(C#N)=C1/C(=O)N(Cc2ccccc2)c2ccccc21,2,4
COc1ccc(C2C=C(c3ccc(C)cc3)Nc3ncnn32)cc1 (configuration not stated),-3,4
COc1ccc(CN(C)C(=O)CCl)cc1,-2,-1
CNC(=O)c1sc(N2N=C3/C(=C\c4ccccc4)CCCC3C2c2ccccc2)nc1C (configuration not stated),-3,5
CCOC(Cn1cc([N+](=O)[O-])c(=O)[nH]c1=O)OCC,8,6
O=C(COC(=O)C1CC1)NCCc1ccc(Cl)cc1,25,-2
COc1cc(C2C3=C(CC(C)(C)CC3=O)N(C)C3=C2C(=O)CC(C)(C)C3)ccc1O,5,0
CCn1c(CSCc2ccc(C)cc2)n[nH]c1=S,1,7
COc1ccc(OC)c(CCNC(=O)CC2Oc3ccc(C)cc3NC2=O)c1 (configuration not stated),10,2
CCc1ccc(-c2nn(-c3cc(Cl)ccc3[N+](=O)[O-])c(=O)c3ccccc23)cc1,5,-1
COc1ccc(S(=O)(=O)N(C)C[C@H]2Oc3ccc(NS(=O)(=O)c4cccs4)cc3C(=O)N([C@H](C)CO)C[C@@H]2C)cc1,1,6
O=C(Nc1ccc(Cl)cc1)Nn1cnnc1,-4,7
CCCN(C(=O)c1cc(S(=O)(=O)N2CCN(CC)CC2)ccc1Cl)C1CCS(=O)(=O)C1 (configuration not stated),-4,-1
CCCCc1ccc(NC(=O)CN2C(=O)NC(Cc3ccccc3)C2=O)cc1 (configuration not stated),3,-1
O=S(=O)(Nc1ccccc1)C1CCCCC1,4,11
Cc1nc(N)nc(Cl)c1CCC1OCCO1,-3,8
COc1cc2c(cc1OC)C(=Cc1ccc(N(C)C)cc1)C=C2,0,14

# Rewritten with bars between the fields: 6 of the compounds above
canonical_smiles | PAFAH2 inh | PAFAH1B3 FP inh
CN1C[C@@H]2[C@@H]3C(=O)N(C)C(=O)[C@@H]3[C@](Cc3ccccc3)(C1=O)N2C(=O)c1ccc(F)cc1 | 0 | 1
Cc1ccc(-n2cccn2)c(CN2CCC(CO)(CCc3ccccc3)CC2)c1 | 4 | 6
CC(=O)Nc1ccc(S(=O)(=O)NCCc2c[nH]c3ccc(C)cc23)cc1 | -4 | 0
CCOC(=O)/C(C#N)=C1/C(=O)N(Cc2ccccc2)c2ccccc21 | 2 | 4
COc1ccc(C2C=C(c3ccc(C)cc3)Nc3ncnn32)cc1 (configuration not stated) | -3 | 4
COc1ccc(CN(C)C(=O)CCl)cc1 | -2 | -1

# New compounds follow
SMILES,PAFAH2 inh,PAFAH1B3 FP inh
Cn1cnc2nc[nH]c2c1=O,1,4
COC(=O)c1sc2[nH]c(=S)n(N)c(=O)c2c1C,-6,6
Cc1cccc(N2NC(=O)/C(=C/c3ccc(-c4ccc(Cl)c(C(=O)O)c4)o3)C2=O)c1,32*,24
CC12CCC(=O)N1C(C(=O)Nc1nccs1)CS2 (configuration not stated),3,3
COc1ccccc1Nc1nc(-c2c(C)nc3ncccn23)cs1,9,10
CCOC(=O)c1ccc(NC(=O)C2C3CCCCC32)cc1 (configuration not stated),-1,3
O=C1CSC(=S)N1N=Cc1cccc2ccccc12,0,7
Cn1nc(C(=O)NCCc2ccc3c(c2)OCCO3)c2ccccc2c1=O,2,10
COc1cc(-c2ccc(NC(=O)c3ccc(C)cc3)c(OC)c2)ccc1NC(=O)c1ccc(C)cc1,1,-1
O=c1[nH]c(/C=C\c2ccc(O)c(O)c2)nc(O)c1[N+](=O)[O-],3,19
Oc1ccc(-c2[nH]ncc2-c2ccc(Br)cc2)c(O)c1,-1,-3
C=C(c1ccc2nc(NC(=O)OC)[nH]c2c1)c1cccs1,-7,8
COc1ccccc1NC(=O)c1cc(-c2ccc(OC)c(OC)c2)nc2ccccc12,-4,6
CC(C)CC(c1nnnn1CC1CCCO1)N1CCN(C2CCCC2)CC1 (configuration not stated),0,5
CC(C)(C)NC(=O)C(c1ccncc1)N(C(=O)Cn1nnc(-c2ccc(F)cc2)n1)c1ccccc1F (configuration not stated),-4,-7
COc1ccc(-c2nn3c(=O)c(C)nnc3s2)cc1,7,23
Cc1nc2ccc(C(=O)Nc3ccccc3Cl)cc2s1,-3,12
COc1ccc(OC)c(Cc2cnc3nc(N)nc(N)c3c2C)c1,-3,7
CN1C(=O)C(=O)/C(=C(/O)c2ccccc2)C1c1ccc(Br)cc1 (configuration not stated),4,10
COc1ccc(Cl)cc1C(=O)OCC(=O)NC1CCCC(C)C1C (configuration not stated),35*,3
CN1CC[C@@H]2C(=O)N3CCc4ccc(Br)cc4[C@@H]3C[C@@H]21,-3,8
O=C(NN=Cc1cccc([N+](=O)[O-])c1)c1cccc2ccccc12,0,6
Cc1ccc(S(=O)(=O)N2CCN(C(=O)COC(=O)COc3ccc(Cl)c(C)c3)CC2)c(C)c1,-3,-2
COc1cccc(N2CCN(c3nc(-c4ccccc4C)cc(=O)[nH]3)CC2)c1,2,10
COc1ccc(NC(=O)c2ccco2)cc1NC(=O)c1ccccc1,-10,0

# Remaining list, next part.
SMILES,PAFAH2 inh,PAFAH1B3 FP inh
CCOc1cc(C(=O)CCC(=O)OCC(=O)Nc2ccc(F)cc2)ccc1O,4,7
N#CC1=C(Nc2ccccc2)SC=C(c2ccccc2)N=C1N1CCOCC1,0,1
CCOC(=O)C1CCN(CC(=O)Nc2cc(S(=O)(=O)N3CCCCC3)ccc2Cl)CC1,2,-6
COc1cc(Cl)ccc1OCc1cc(C(=O)NCC(C)(C)N2CCOCC2)no1,6,-1
COc1ccc(NC(=O)/C(C#N)=C/c2ccc(-c3ccc(Cl)c(C(=O)O)c3)o2)cc1,0,0
Cc1ccccc1-n1nc(C)c2cc(C(=O)N3CCN(S(=O)(=O)c4ccccc4)CC3)sc21,-4,8
CC1CCN(C(=O)CN2C(=O)NC3(CCCc4ccccc43)C2=O)CC1 (configuration not stated),-1,0
Cc1cccc(N2CCN(C(=S)Nc3ccc4nc(N5CCN(C)CC5)cc(C)c4c3)CC2)c1C,0,7
CCCCN(C(=O)c1ccc(-n2nc(C)cc2C)cc1)c1c(N)n(CCC)c(=O)[nH]c1=O,2,8
Cc1cc(/C=C2/C(=N)N3C(c4ccccc4)=CSC3=NC2=O)c(C)n1-c1ccc(Cl)cc1,0,-7
Cc1cccc2c(N)c3c(nc12)CCCC3 (tested in a mixture with another compound),-9,9
CCCN(CCC)CC(O)Cn1cc(/C=C/C(=O)c2ccccc2)c2ccccc21 (configuration not stated),4,2
CC(C)CN(C(=O)COC(=O)/C=C/c1ccc(Cl)c(Cl)c1)c1c(N)n(Cc2ccccc2)c(=O)[nH]c1=O,-4,-1

# Among those listed so far, eight contain two or more sulfur atoms.
SMILES,PAFAH2 inh,PAFAH1B3 FP inh
CC(=O)c1ccc(NC(=O)CSc2nc3[nH]c(=O)cc(O)c3s2)cc1,0,3
CCn1c(CSCc2ccc(C)cc2)n[nH]c1=S,1,7
COc1ccc(S(=O)(=O)N(C)C[C@H]2Oc3ccc(NS(=O)(=O)c4cccs4)cc3C(=O)N([C@H](C)CO)C[C@@H]2C)cc1,1,6
CCCN(C(=O)c1cc(S(=O)(=O)N2CCN(CC)CC2)ccc1Cl)C1CCS(=O)(=O)C1 (configuration not stated),-4,-1
COC(=O)c1sc2[nH]c(=S)n(N)c(=O)c2c1C,-6,6
CC12CCC(=O)N1C(C(=O)Nc1nccs1)CS2 (configuration not stated),3,3
O=C1CSC(=S)N1N=Cc1cccc2ccccc12,0,7
Cc1ccccc1-n1nc(C)c2cc(C(=O)N3CCN(S(=O)(=O)c4ccccc4)CC3)sc21,-4,8
